High-throughput results from PubChem.
K1F lysis inhibition – protection from phage-mediated lysis, alamar blue read-out – E. coli UTI89, K1F phage, bacterial capsule biogenesis inhibitors (AID 488966). inhibition, % at 100 µM; hits with a dose series show IC50 in µM. hit rate 0.02% among 340,000. E. coli UTI89 K1F phage lysis, alamar blue, 2 h; higher % means a stronger effect;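 active = phage lysis inhibition, versus mean bacterial control, above a set limit; inconclusive = no clear call, values can overlap the other calls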;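 note: capsule biogenesis inhibitors block K1F phage lysis so surviving cells raise fluorescence; higher fluorescence means more inhibition of phage lysis; actives were called in the ten point dose series up to 300 µM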
Active calls of the source: *; ? = inconclusive; [ ] = remark or other dose.

SMILES	K1F lysis inhibition
COc1cc(C2NC(=O)NC(C)=C2C(=O)OC2CCCC(C)C2)cc(Br)c1O (stereo not given)	-2.3%
CCOc1ccc(CNC(=O)c2ccc3c(c2)N(CC)CCS3)cc1	5.5%
O=C(NCCc1ccc(OC(F)F)cc1)C1CC(=O)N(c2ccc3c(c2)OCCO3)C1 (stereo not given)	0.4%[50 µM]
C[C@@H]1CCC[C@@]2(O[C@@H](CCO)C[C@H](O)[C@H]2O)O1	0.2%
COc1cc(C2Nc3ccccc3NC3=C2C(=O)CC(C)(C)C3)cc(OC)c1OC(C)=O (stereo not given)	-0.2%
O=C(NN=C1CCCC1)c1cc(O)cc(O)c1	0.1%
COc1ccc(S(=O)(=O)NC(C)C(=O)NCc2ccccn2)cc1OC (stereo not given)	0.1%
COc1ccc(CCN(C)C(=O)CNC(=O)c2ccc3c(c2)OCO3)cc1OC	0.1%
O=C(Cn1cc(C(F)(F)F)ccc1=O)N1CCCc2ccccc21	1.4%
CCCC1(C(=O)OCC)NC(c2ccc(O)cc2)C2C(=O)N(c3cccc(C(C)=O)c3)C(=O)C21 (stereo not given)	0.2%
CC1CC(C)CN(S(=O)(=O)N2CCCC(C(=O)NC(C)c3ccccc3)C2)C1 (stereo not given)	0.2%
CC(NC(=O)c1cc(S(=O)(=O)N(C)C)ccc1Cl)C1CC2CCC1C2 (stereo not given)	-0.4%
CC(C)Cc1ccc(C(C)C(N)=Nc2ccc(O)cc2)cc1 (stereo not given)	1.3%
COc1ccccc1OCC(=O)Nc1ccccc1C(=O)NC1CC1	0.6%[50 µM]
Cn1ncc(Br)c1NC(=O)Nc1ccccc1	0.0%
COc1cc(OC)cc(-c2c(-c3cccs3)c3cc(-c4ccc(OCc5ccccc5)cc4)ccc3n2C)c1	-0.3%
O=C(/C=C\N1CCOCC1)c1ccc(Br)cc1	-0.1%
O=c1cc(-c2ccc(O)cc2)oc2c(-c3c(O)cc(O)c4c(=O)cc(-c5ccc(O)cc5)oc34)c(O)cc(O)c12	2.5%
CCCCN(C(=O)CSc1nc2ccccc2n1CC)C1CCS(=O)(=O)C1 (stereo not given)	0.6%[50 µM]
CN(C)S(=O)(=O)n1cnc([C@@H]2[C@H]3C(=O)OC[C@@H]3C[C@@]23N=CN(Cc2ccccc2)C3=O)c1	0.7%
COc1ccc(OC)c(CN2CCN(C(=O)CNC(=O)c3ccc(C(C)(C)C)cc3)CC2)c1	0.4%[50 µM]
CCOc1ccc(S(=O)(=O)Nc2ncn[nH]2)cc1	0.0%
Cc1cc(OCC(O)CN2CCCC2)ccc1C(C)C (stereo not given)	0.2%
CCOC(=O)c1ccc(NC(=O)C2CCN(S(=O)(=O)c3c(C)nn(C)c3C)CC2)cc1	4.2%
CN(Cc1ccc(F)cc1Cl)S(=O)(=O)c1cccs1	-0.1%
O=[N+]([O-])c1cccc(S(=O)(=O)Nc2ccc3cn[nH]c3c2)c1	1.0%[50 µM]
CN(C)C(CNC(=O)c1ccc(Cl)c(S(=O)(=O)N2CCCCCC2)c1)c1ccccc1 (stereo not given)	4.5%
CC(C)c1nc(SCC(=O)N2CCCC2)c2c(=O)n(C)c(=O)n(C)c2n1	2.9%
COc1ccc(N2CCN(C(=O)CCCn3nnnc3CN3CCOCC3)C(C)C2)cc1 (stereo not given)	1.6%[50 µM]
C=CCc1c(Cl)nc(C)nc1NCc1ccccc1	-1.5%

Single entries from above.
K1F lysis inhibition result of CC(C)Cc1ccc(C(C)C(N)=Nc2ccc(O)cc2)cc1 (stereo not given) = 1.3%
K1F lysis inhibition result of CCOC(=O)c1ccc(NC(=O)C2CCN(S(=O)(=O)c3c(C)nn(C)c3C)CC2)cc1 = 4.2%

Among those listed so far, these contain an aryl thioether with sulfur outside any ring:
SMILES	K1F lysis inhibition
CCCCN(C(=O)CSc1nc2ccccc2n1CC)C1CCS(=O)(=O)C1 (stereo not given)	0.6%[50 µM]
CC(C)c1nc(SCC(=O)N2CCCC2)c2c(=O)n(C)c(=O)n(C)c2n1	2.9%

Further results follow.
SMILES	K1F lysis inhibition
CC(=O)c1cccc(NC(=O)NC2CCCCCCC2)c1	-0.1%[50 µM]
O=C(CNC(=O)C1CC(=O)N(c2cccc3ccccc23)C1)Nc1ccccc1Br (stereo not given)	-0.2%
CCC1NC(=O)c2cc(S(N)(=O)=O)c(Cl)cc2N1 (stereo not given)	2.4%
NN(Cc1ccccc1)C(=S)Nc1ccc(Cl)c(Cl)c1	-0.1%
COc1ccc(NC(=O)Nc2c(C)n(C)n(-c3ccccc3)c2=O)c(OC)c1	0.0%
CC(C(=O)Nc1ccc(Br)cc1)N(C)CC(=O)NCc1ccco1 (stereo not given)	0.8%[50 µM]
COc1cc(CN2CCN(CCCc3ccccc3)C(CCO)C2)cc(OC)c1O (stereo not given)	-1.4%
CC(NC(=O)C(=O)N1CCCCC1)C(c1cccs1)N1CCN(Cc2ccccc2)CC1 (stereo not given)	0.6%
COc1ccc(/C=C2\SC(=S)N(CCC(=O)NCCCN3CCOCC3)C2=O)cc1	0.1%
COc1ccc2[nH]c3c(c2c1)CCN1C(=O)N([C@@H](C)C(=O)NCc2ccco2)C(=O)[C@]31C	0.0%
Cc1cnc(NC(=O)C2CC=CCC2)s1 (stereo not given)	0.1%
Cc1nc2c(C)cccn2c(=O)c1NC(=O)c1cccs1	1.0%[50 µM]
COc1cccc(COC(=O)CCNC(=O)c2ccc(Cl)cc2)c1OC	0.3%[50 µM]
CC(=O)Oc1ccc(-c2ccc(C(=O)OCC(=O)c3c(N)n(C)c(=O)n(C)c3=O)cc2)cc1	0.5%[50 µM]
O=C1CCCC(=O)N1c1ccc(F)cc1	0.0%
CCCS(=O)(=O)N1CCCC(C(=O)Oc2ccc(OC)cc2)C1 (stereo not given)	1.1%
CCC1COCCS(=O)(=O)N1Cc1ccc(F)cc1 (stereo not given)	3.2%
O=C(/C=C/c1ccc2c(c1)OCO2)c1ccc(O)cc1O	-0.2%
Cc1cc(OCC(=O)OCC(=O)N(C)C2CCS(=O)(=O)C2)ccc1Cl (stereo not given)	1.0%[50 µM]
CCN1CCN(C(=O)C2=CC(c3ccc(C)cc3)=NS(=O)(=O)N2C)CC1	6.2%
COc1ccccc1N1CCN(C(=O)c2cccc(S(=O)(=O)Nc3ccccc3F)c2)CC1	0.0%[50 µM]
O=C(NNC(=O)c1ccccc1F)c1cccc(-n2cccc2)c1	0.5%[50 µM]
Cc1ccc(/C=N/NC(=O)c2nnn(-c3nonc3N)c2C(C)C)o1	0.3%
CCCN1CCN(CCCNC(=O)CCN2C(=O)COc3ccccc32)CC1	0.0%
CN(C(=O)c1ccc(NC(=O)Cc2cccc(NC(=O)C3CCN(C(=O)C4CCCCC4)CC3)c2)cc1)C1CC1	0.2%
CC1CCc2[nH]c3ccc(C(=O)N4CCCC(C(F)(F)F)C4)cc3c2C1 (stereo not given)	2.7%[50 µM]
CCOC(=O)c1c(NC(=O)COC(=O)c2nc(Cl)ccc2Cl)sc(C(=O)NC)c1C	0.3%[50 µM]
N#CCCN(C(=O)COC(=O)CNC(=O)c1ccc(-c2ccccc2)cc1)c1ccc(F)cc1	0.4%[50 µM]
CCCN(CC(=O)Nc1cc(Cl)ccc1Cl)C(=O)c1ccccc1SCC(=O)N1CCCC1	0.4%[50 µM]
O=C(Nc1ccc(NC(=O)c2ccco2)cc1)c1ccco1	0.1%[50 µM]

As a working copy, 5 of the compounds above.
SMILES	K1F lysis inhibition
CC1CCc2[nH]c3ccc(C(=O)N4CCCC(C(F)(F)F)C4)cc3c2C1 (stereo not given)	2.7%[50 µM]
CCOC(=O)c1c(NC(=O)COC(=O)c2nc(Cl)ccc2Cl)sc(C(=O)NC)c1C	0.3%[50 µM]
N#CCCN(C(=O)COC(=O)CNC(=O)c1ccc(-c2ccccc2)cc1)c1ccc(F)cc1	0.4%[50 µM]
CCCN(CC(=O)Nc1cc(Cl)ccc1Cl)C(=O)c1ccccc1SCC(=O)N1CCCC1	0.4%[50 µM]
O=C(Nc1ccc(NC(=O)c2ccco2)cc1)c1ccco1	0.1%[50 µM]

2 entries picked at random from those above, as already listed:
SMILES	K1F lysis inhibition
COc1cc(C2NC(=O)NC(C)=C2C(=O)OC2CCCC(C)C2)cc(Br)c1O (stereo not given)	-2.3%
CC(NC(=O)C(=O)N1CCCCC1)C(c1cccs1)N1CCN(Cc2ccccc2)CC1 (stereo not given)	0.6%

Other structures.
SMILES	K1F lysis inhibition
CCn1c(C(O)c2cc(OC)c(OC)c(OC)c2)nc2ccccc21 (stereo not given)	0.3%
COc1ccc(N2CCN(C(=O)c3cc(=O)c4cc(C)ccc4o3)CC2)cc1	0.2%
Cc1c(C(=O)N2CCN(c3ccccc3)CC2)oc2c(F)cccc12	0.0%
COc1ccc(-c2cc(C(=O)OCC(=O)N3CCCCC3)c3ccccc3n2)cc1OC	3.0%
CC(=O)Nc1ccc(Nc2nc(-c3cc4ccccc4oc3=O)cs2)cc1	1.8%
Cc1[nH]c(C)c(S(=O)(=O)N(C)Cc2ccccc2)c1C(=O)N1CCCCC1	0.0%
Oc1c(Br)cc(CNC2CCCCC2)cc1Br	1.9%
CC(NC(=O)C1CCN(S(=O)(=O)c2ccc3c(c2)NC(=O)CO3)CC1)c1ccccc1 (stereo not given)	?
O=[N+]([O-])c1ccc(NNS(=O)(=O)c2cc(Cl)ccc2Cl)nc1	0.4%[50 µM]
COc1cc(C(=O)NCC(c2ccco2)N2CCc3ccccc32)cc(OC)c1OC (stereo not given)	-0.8%[50 µM]
N#Cc1ccc(S(=O)(=O)N2CCN(Cc3cccs3)CC2)cc1	0.7%[50 µM]
CS(=O)(=O)N(CC(=O)N1CCN(Cc2ccccc2)CC1)c1ccccc1Br	0.4%
O=C(CCSc1ccc(Cl)cc1)NC1CCCC1	0.3%
CC(C)Cc1ccc(CN2CCCC(NC(=O)CSc3nncn3C)C2)cc1 (stereo not given)	-0.1%
O=C(CSc1nnc(Nc2ccccc2F)s1)NC1CCS(=O)(=O)C1 (stereo not given)	0.4%[50 µM]
O=C(COC(=O)Cn1cnc2ccccc2c1=O)Nc1ccccc1OC(F)F	2.2%
COC(C(=O)N1CCC(n2nccc2NC(=O)C2CC2)CC1)c1ccccc1 (stereo not given)	0.3%
COc1cc(Cl)c(CNC[C@H]2O[C@@H](n3cnc(C(N)=O)n3)[C@H](O)[C@@H]2O)c(Cl)c1O	0.1%
Cc1ccsc1C(=O)NC1CCCN(Cc2ccc(Cl)cc2)C1 (stereo not given)	-0.1%
Cc1ccc(SCC(=O)NNC(=O)CCS(=O)(=O)c2ccc(C)cc2)cc1	-3.9%
COc1ccccc1CNC(=O)Cn1nc(C(F)(F)F)cc1C	0.2%[50 µM]
Cn1c(N)c(C(=O)COC(=O)CNC(=O)c2ccccc2F)c(=O)n(C)c1=O	-0.5%
COCCn1c(SCC(=O)N2CCOCC2)nnc1-c1ccco1	0.2%
CC(C)Cc1nc(SCC(=O)NCC2CCCO2)c2c(=O)n(C)c(=O)n(C)c2n1 (stereo not given)	-0.7%[50 µM]
Cc1ccc(NC(=O)CN2C(=O)C3CC=C(Cl)CC3C2=O)cc1 (stereo not given)	0.1%
COc1ccccc1NC(=O)C1CCCN(S(=O)(=O)c2ccccc2)C1 (stereo not given)	2.3%[50 µM]
COc1cc(CN2CCC(C(N)=O)CC2)ccc1OCc1ccccc1	0.2%
O=C(OCC(=O)N1CCCC1)c1ccccc1O	0.2%
Cc1cccc2sc(N3CCN(C(=O)c4cccs4)CC3)nc12	-1.0%
O=C(Cc1ccccc1)N(c1ccccc1)c1ccccc1	5.6%

New compounds follow:
smiles	K1F lysis inhibition
O=C(Nc1nnc(SCC(=O)N2CCCC2)s1)C1CC(=O)N(c2ccc(F)cc2)C1 (stereo not given)	0.6%
CC(C)(C)n1cnc2cc(NCc3ccccc3O)ccc21	0.3%
Cc1c[nH]c2cccc(OCC(CNC(C)(C)C)OC(=O)c3ccccc3)c12 (stereo not given)	0.2%[50 µM]
CCOc1ccc(NCCC(O)c2ccc(F)cc2)cc1 (stereo not given)	0.0%
Cn1c(=O)c(C(=O)NCc2ccccc2Cl)c(O)c2ccccc21	0.1%
Cc1nc(SC(C)C(=O)Nc2c(C)n(C)n(-c3ccccc3)c2=O)nc(C)c1C (stereo not given)	0.2%[50 µM]
OC(CNCCN1CCNCC1)Cc1ccccc1 (stereo not given)	-0.2%
CCOC(=O)C1CCCN(C(=O)c2cc(S(=O)(=O)N3CCCCCC3)ccc2OC)C1 (stereo not given)	0.1%[50 µM]
Cc1ccc(NS(=O)(=O)c2ccc(C(=O)N3CCCCCCC3)cc2)cc1	0.1%[50 µM]
CCOc1ccc(NC(=O)CCN2C(=O)c3cccc([N+](=O)[O-])c3C2=O)cc1	-1.1%
Cc1ccc(NC(=O)CNc2ccccc2N2CCCC2=O)cc1S(=O)(=O)N1CCCCC1	0.3%[50 µM]
COc1cccc2c(=O)c(C(=O)NCCc3ccccc3)c[nH]c12	0.2%
O=C(Nc1ccc2c(c1)OCO2)C1CC1	0.7%[50 µM]
Cc1cc(C)cc(NC(=O)CN2C(=O)C3CC=CCC3C2=O)c1 (stereo not given)	0.5%[50 µM]
Cc1ccc2nc(SCC(=O)NC3CCCC3)[nH]c2c1	-0.1%
O=S(=O)(NCCc1ccccc1)c1cccs1	-0.1%
C/C=C1\NC(=O)[C@H](CC(N)=O)N(C)C(=O)C([C@@H](C)O)NC(=O)C(CCCc2ccc(OC)cc2)NC(=O)[C@H](C(C)C)NC(=O)/C(=C\C)NC(=O)[C@H](O)[C@@H](C[C@@H](O)CCCCCCC)NC(=O)[C@H](C)NC(=O)CN(C)C(=O)[C@H](CCC(N)=O)NC1=O (stereo not given in full)	-0.1%
CCOc1ccc(C(=O)N2CCN(CCc3ccccc3)CC2)cc1OCC	0.3%
Cc1ccc(C2(C)NC(=O)N(CC(=O)NCCN3C(=O)S/C(=C\c4cccnc4)C3=O)C2=O)cc1 (stereo not given)	0.0%[50 µM]
COc1ccc(CCNC(=O)c2ccc(N3CCCCS3(=O)=O)cc2)cc1OC	-0.2%
CCC(CC)N1CCN(S(=O)(=O)c2ccc(OC)cc2)CC1	-1.6%

Some of the compounds tested; rates above refer to the full screens.
